Compound activity from PubChem.
tim10-1 inh = inhibits growth of tim10-1 mutant yeast. S. cerevisiae tim10-1 ts strain growth, BacTiter-Glo, 24 h. inhibition, % at 20 µM. 330,000 compounds, 2.2% hits;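 active = inhibition of at least 40%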;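 note: mutant grown at 25 °C; 0% = DMSO wells with yeast and 100% = wells holding no yeast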
APJ ag = APJ receptor agonism | P35414 | CHO-K1 APJ PathHunter beta-arrestin, luminescence; 0% DMSO wells, 100% apelin | activation, % at 20 µM | 330,000 compounds, 0.11% hits | AID 2520;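 active = activation more than six SD over the plate average, tested at 20 µM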;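 note: 0% = DMSO alone and 100% = apelin-13 at 10 nM; some results filed as inactive read as strong as hits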
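Test system: CHO-K1 APJ beta-arrestin complementation cell line. Amount: cell density 1000 per well. Controls: DMSO negative, 10 nM Apelin-13 positive. Signal: luminescent beta-gal fragment complementation, chemiluminescent substrate. Read-out basis: agonist-driven arrestin binding to APJ. Timing: compound stimulation 90 min at 25 °C, detection 60 min.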
TIM10 inh = TIM10 yeast growth inhibition; S. cerevisiae TIM10 strain growth, BacTiter-Glo luminescence, 24 h; 330,000 compounds, 1.4% hits; inhibition, % at 10 µM;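 active = inhibition of 40% or more at the single tested concentration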;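 note: wild-type TIM10 isogenic control strain grown at permissive 25 °C; 0% = DMSO yeast wells and 100% = minimal medium wells without yeast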
tim23-1 inh = inhibits growth of tim23-1 mutant yeast; S. cerevisiae tim23-1 growth, BacTiter-Glo luminescence, 24 h; inhibition, % at 20 µM; 330,000 compounds, 1.3% hits;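 active = growth inhibition of the mutant yeast at or above 50%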;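 note: temperature-sensitive mutant grown at 25 °C; plate controls were DMSO-treated mutant yeast for no effect and medium wells lacking yeast for full effect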
NR3A LBD binder = modulates the human NR3A ligand-binding domain | NR3A LBD differential scanning fluorimetry, Tm shift; 0% = protein alone, 100% = glycine-bound protein | Tm shift relative to glycine control, % at 25 µM | 340,000 compounds, 2.5% hits | AID 1259313;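 active = melting temperature shift of at least 10% of the positive control shift, at one fixed dose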
CHOP UPR activ = activators of apoptotic arm of unfolded protein response (CHOP) | 330,000 compounds, 0.34% hits | activation, % at 10 µM | CHO-CHOP luciferase reporter, UPR activation, luminescence; percent of tunicamycin response over DMSO baseline | AID 449763;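 active = at 10 µM dose, activation of 40% or more, normalized to positive control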;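 note: 100% = tunicamycin at 10 µg/mL and 0% = DMSO alone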
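Material: CHO-CHOP cells, stable luciferase reporter of PERK-eIF2a-CHOP signalling; quantity: 500 reporter cells seeded per well; buffer or medium: F12 medium containing 10% fetal bovine serum; compound: one dose, 10 µM in 0.5% DMSO; incubation: 6 h compound treatment, 37 °C; measured by: Steady-Glo luciferase luminescence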
Mdm2 MdmX PPI = disrupts the human Mdm2-MdmX interaction | O15151+Q00987 | SaOS-2 split-luciferase Mdm2/MdmX complementation, luminescence | inhibition, % at 8 µM | 330,000 compounds, 3% hits | AID 485346;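 active = inhibition of at least 50% at 8 µM in the primary screen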
Target sequence (O15151 whole entry, looked up): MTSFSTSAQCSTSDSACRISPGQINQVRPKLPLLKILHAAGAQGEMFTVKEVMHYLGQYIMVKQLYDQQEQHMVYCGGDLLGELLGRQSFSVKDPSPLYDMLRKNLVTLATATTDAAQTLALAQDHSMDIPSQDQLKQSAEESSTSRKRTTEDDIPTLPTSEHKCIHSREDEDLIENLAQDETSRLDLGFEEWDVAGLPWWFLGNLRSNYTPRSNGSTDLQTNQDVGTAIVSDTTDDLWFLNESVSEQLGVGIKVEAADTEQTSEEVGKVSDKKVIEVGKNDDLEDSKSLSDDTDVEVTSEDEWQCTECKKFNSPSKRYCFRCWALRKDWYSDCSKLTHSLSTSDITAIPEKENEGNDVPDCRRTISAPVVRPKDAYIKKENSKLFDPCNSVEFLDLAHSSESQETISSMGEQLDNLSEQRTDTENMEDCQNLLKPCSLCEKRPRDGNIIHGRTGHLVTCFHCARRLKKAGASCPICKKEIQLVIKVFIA
Target sequence (Q00987 whole entry, looked up): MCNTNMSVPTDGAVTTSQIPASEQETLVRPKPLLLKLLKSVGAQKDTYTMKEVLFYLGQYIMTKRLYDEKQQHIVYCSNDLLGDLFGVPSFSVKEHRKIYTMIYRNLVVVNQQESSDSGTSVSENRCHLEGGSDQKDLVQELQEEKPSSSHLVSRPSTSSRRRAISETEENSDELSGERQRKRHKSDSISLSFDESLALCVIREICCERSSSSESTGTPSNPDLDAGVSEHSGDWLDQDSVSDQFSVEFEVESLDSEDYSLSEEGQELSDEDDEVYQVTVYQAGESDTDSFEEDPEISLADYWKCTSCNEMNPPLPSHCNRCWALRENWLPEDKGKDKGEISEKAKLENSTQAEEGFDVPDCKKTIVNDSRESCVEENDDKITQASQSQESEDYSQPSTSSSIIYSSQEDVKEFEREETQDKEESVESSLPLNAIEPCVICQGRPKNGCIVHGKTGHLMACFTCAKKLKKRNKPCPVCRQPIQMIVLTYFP
NALP3 yeast inh = NALP3 inhibition in yeast | 330,000 compounds, 0.39% hits | inhibition, % at 10 µM | Yeast reconstituted NLRP3/ASC/caspase-1, beta-gal luminescence, 24 h;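 active = inhibition of 50% or more; inactive = inhibition below 50%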;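 note: plate controls were induced DMSO wells for no effect and uninduced yeast grown without galactose for full effect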
UPR XBP1 act = activators of adaptive arm of unfolded protein response (XBP1); CHO-XBP1 luciferase reporter, IRE1-XBP1 UPR activation, luminescence; percent of tunicamycin response, DMSO as zero; activation, % at 20 µM; 330,000 compounds, 0.33% hits;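 active = versus positive control, 20 µM dose yields 30% or more activation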;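 note: 100% = tunicamycin at 10 µg/mL and 0% = DMSO only wells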
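Material: IRE1-XBP1 luciferase reporter CHO line / Quantity: one thousand reporter cells per well / Buffer or medium: F12 with 10% serum / Compound: 20 µM single concentration, DMSO 1% / Times: 6 h treatment, 37 °C / Detection: Steady-Glo luciferase glow luminescence, 10 min after reagent addition / Benchmarks: tunicamycin high, DMSO low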
Active calls of the source: *; & = joins results of further samples.

structure,tim10-1 inh,APJ ag,TIM10 inh,tim23-1 inh,NR3A LBD binder,CHOP UPR activ,Mdm2 MdmX PPI,NALP3 yeast inh,UPR XBP1 act
CCN(CC)c1ccc(/C=N/Nc2nc(C)cc(C)n2)cc1,13,2,21,34,0,2.9,-11,17,2
Cc1ccc(S(=O)(=O)N2CCC[C@H]2C(=O)OCC(=O)N2CCc3ccccc32)cc1,-29,0,-17,-2,0,1.1,9,4,0
CCc1ccc(N=c2c([N+](=O)[O-])nn(-c3ccc4c(c3)OCCO4)n2O)cc1,38,-3,23,24,-6,0.2,41,4,-1
COc1ccc2c(c1)cc1n2CCN=C1NN,44*,-2,77*,46,-3,-0.6,-29,-5,0
CCN(CC)S(=O)(=O)c1ccc(NS(=O)(=O)c2cccs2)cc1,8,-1,5,4,-2,27,-18,-12,0
O=S(=O)(c1ccc(N2CCC(c3ccc(Cl)cc3)=N2)cc1)N(CCO)CCO,55*,1,27,37,0,1.5,18,4,4
CCN1CCc2nc(NC(=O)c3cc(F)c(F)cc3Cl)sc2C1,-2,-1,-3,5,0,-1.3,-7,5,1
O=C(CCCC(=O)N(CC(=O)NC1CCCCC1)c1cccc(F)c1)Nc1ccccn1,-5,-2,14,0,3,0.9,10,5,-2
CC(Oc1ccccc1Cl)C(=O)N1CCOCC1 (centres undefined),-2,0,8,-1,2,3.5,9,5,0
O=C(COc1ccc([N+](=O)[O-])cc1)NN=C1CCCC1,-9,-3,-3,-5,-2,0.0,9,10,0
Cn1c(CCN2CCOCC2)nc2cc(NC(=O)c3cccs3)ccc21,24,0,12,23,1,0.3,18,2,0
Cn1nnnc1SCC(=O)N1CCN(c2ccc(Cl)cc2)CC1,17,0,-29,1,-1,2.0,-2,25,0
CCOC(=O)N1CCN(CCC(=O)Nc2cccc(Br)c2)CC1,20&7,1&-2,-20&7,5&8,-1&1,-0.6&4.2,4&-3,14&6,3&-3
COc1cc(/C=N/N2CCOCC2)ccc1OCc1ccccc1,4,-1,-13,3,-5,0.5,0,15,1
O=C(NCc1nc2ccccc2[nH]1)C1=C[C@@H](C2CCCCC2)C[C@@H](OCc2ccc(CO)cc2)O1,14,7,21,31,0,0.3,37,-1,-2
O=C(N/N=C/c1cc(O)ccc1Br)c1cccnc1,-14,2,3,47,2,4.8,26,9,2
CC(=O)Nc1ccc(S(=O)(=O)NC2CC3CCC2C3)cc1 (centres undefined),7,-1,-6,13,-1,2.8,3,12,-3
CCc1nc2ccccc2n1CC(O)COc1ccc(NC(C)=O)cc1 (centres undefined),7,0,-11,17,0,0.0,-21,-5,-1
O=c1c2ccccc2nc(-c2ccc(F)cc2)n1NCc1ccccc1O,17,-2,27,16,-3,0.1,-19,23,4
CCc1ccccc1NC(=O)CNC(=O)CNC(=O)C1CCCCC1,-22,-1,-3,-8,1,-0.8,-3,3,0
c1ccc(C2OCC3(CO2)COC(c2ccccc2)OC3)cc1 (centres undefined),11,-3,-8,12,2,3.1,-47,11,0
Cc1[nH]nc2c1C(c1ccccc1F)CC(=O)N2 (centres undefined),8,2,-17,4,2,-2.2,28,-1,-3
Cc1cccc(Nc2n[nH]c(C)c2[N+](=O)[O-])c1,-17,-1,-9,-27,-2,8.7,-218,11,0
CCOC(=O)C1C(=O)C=C(c2ccc(C)cc2)CC1c1cccc([N+](=O)[O-])c1 (centres undefined),14,-2,12,31,0,0.5,17,4,-3
Cn1c(-c2ccc(F)cc2)cnc1NCc1ccccc1,8,-6,-6,7,0,-0.1,-34,32,-4
c1c(C2CCCCC2)n[nH]c1CN1CCCCC1,11,-1,4,1,-1,0.9,32,0,2
CCN1CCN(Cc2ccc(NC(=O)Nc3ccc(SC)cc3)cc2)CC1,-15,2,-1,-5,0,4.8,-16,8,-1
COc1cc(OC)c(C(=O)O/N=C(\N)c2cccc(C)c2)cc1OC,48*,3,28,36,-2,3.3,79*,23,3
CN1C(=O)c2cccc3c(N)ccc(c23)C1=O,10,0,16,1,12*,2.5,43,9,6
COc1ccc(C2(C(=O)O)CCCC2)cc1,12,-3,10,6,11*,1.2,21,-8,-2
NS(=O)(=O)c1ccc(CCNC(=O)C2CCCCN2S(=O)(=O)c2ccccc2)cc1 (centres undefined),6,1,-10,5,1,-2.6,12,-7,0
CCn1c(C(C)NC(=O)c2cccc(C)c2)n[nH]c1=S (centres undefined),12,0,-5,5,0,-3.2,-7,-11,-2
Cc1nc2nc[nH]n2c(=O)c1NS(=O)(=O)c1ccc([N+](=O)[O-])cc1,9,2,2,9,1,1.0,7,26,-1
Cc1ccc(S(=O)(=O)Oc2ccc(C(c3c(C)[nH][nH]c3=O)c3c(C)[nH][nH]c3=O)cc2)cc1,16,-5,4,22,-3,-1.3,-23,10,0
c1ccc(-c2cncn2-c2ccccc2)cc1,6,-3,-21,-9,1,0.3,-15,19,4
Cc1cc(C)cc(NS(=O)(=O)c2ccc3c(c2)c(=O)n(C)c(=O)n3C)c1,-11,0,-12,-7,-10,-0.8,39,6,-4
CC(=O)N/C(=N/c1nc(C)cc(C)n1)Nc1cccc(C)c1,-1,-4,5,20,1,5.3,11,18,-1
COc1ccccc1NC(=O)C1=C(C)NC(=O)NC1c1cccs1 (centres undefined),-2,-3,3,-6,-4,0.0,-8,11,-1
CC1CCN(c2ccc3nnc(CCC(=O)N4CCN(c5ccc(F)cc5)CC4)n3n2)CC1,5,-3,18,2,-3,3.6,27,14,0
CCOc1ccccc1/C=N/Nc1nc2c(N)ncnc2n1[C@H]1O[C@@H](CO)[C@H](O)[C@@H]1O,-12,1,10,9,0,-0.6,-7,1,-3
O=c1cc[nH]c2cc(C(F)(F)F)ccc12,-8,4,3,9,1,2.0,30,5,-3
NC(=O)CC(NC(=O)c1ccccc1)C(=O)O (centres undefined),18,0,-3,7,-2,-0.9,-2,23,0
O=C1CC(SC(=Nc2ccccc2)Nc2ccccc2)C(=O)N1c1ccc(Cl)cc1 (centres undefined),-2,3,-5,-6,9,1.6,20,4,-6
O=S(=O)(Cc1ccccc1Cl)N1CCCC1,6,-3,7,9,1,2.7,-1,-30,-1
CCCCCN=CC1=C(O)CC(c2ccccc2)CC1=O (centres undefined),14,-3,8,22,-1,-0.5,13,22,-1

Part of the list above, showing only NALP3 yeast inh, CHOP UPR activ and Mdm2 MdmX PPI.
| smiles | NALP3 yeast inh | CHOP UPR activ | Mdm2 MdmX PPI |
| --- | --- | --- | --- |
| c1ccc(C2OCC3(CO2)COC(c2ccccc2)OC3)cc1 (centres undefined) | 11 | 3.1 | -47 |
| Cc1[nH]nc2c1C(c1ccccc1F)CC(=O)N2 (centres undefined) | -1 | -2.2 | 28 |

A section from further up, for reference:
structure,tim10-1 inh,APJ ag,TIM10 inh,tim23-1 inh,NR3A LBD binder,CHOP UPR activ,Mdm2 MdmX PPI,NALP3 yeast inh,UPR XBP1 act
NS(=O)(=O)c1ccc(CCNC(=O)C2CCCCN2S(=O)(=O)c2ccccc2)cc1 (centres undefined),6,1,-10,5,1,-2.6,12,-7,0
CCn1c(C(C)NC(=O)c2cccc(C)c2)n[nH]c1=S (centres undefined),12,0,-5,5,0,-3.2,-7,-11,-2
Cc1nc2nc[nH]n2c(=O)c1NS(=O)(=O)c1ccc([N+](=O)[O-])cc1,9,2,2,9,1,1.0,7,26,-1
Cc1ccc(S(=O)(=O)Oc2ccc(C(c3c(C)[nH][nH]c3=O)c3c(C)[nH][nH]c3=O)cc2)cc1,16,-5,4,22,-3,-1.3,-23,10,0

(listing goes on)
structure,tim10-1 inh,APJ ag,TIM10 inh,tim23-1 inh,NR3A LBD binder,CHOP UPR activ,Mdm2 MdmX PPI,NALP3 yeast inh,UPR XBP1 act
Cc1ncc([N+](=O)[O-])n1CC(O)CCl (centres undefined),-23,3,11,16,9,-2.2,-28,6,-5
O=C(NNC(=O)C1CCN(Cc2cccc(F)c2)CC1)c1cccc(Cl)c1,3,-3,4,6,6,0.7,9,10,-2
CCCCN(C(=O)C1CC1)C1CCS(=O)(=O)C1 (centres undefined),11,-3,-5,4,-1,-1.4,22,10,-2
CCOC(=O)c1c(NC(=S)Nc2ccccc2)sc2c1CCN(C)C2,10,-4,-23,-6,3,1.3,-7,19,2
CCn1cc(C(=O)N(CCCN2CCOCC2)Cc2ccco2)c(=O)c2ccc(C)nc21,1,2,2,-10,0,0.5,-1,13,1
CCc1ccc2nc(N(CCCN(C)C)C(=O)c3ccc(S(=O)(=O)N4CCc5ccccc5C4)cc3)sc2c1,31,60*,28,16,0,41*,99*,12,59*
CCOc1ccc(C2/C(=C(\O)c3c(C)[nH]c(C(=O)OC)c3C)C(=O)C(=O)N2CCN(C)C)cc1 (centres undefined),0,-3,-6,9,0,-0.1,-10,-15,1
O=C(Nc1ccc2[nH]ncc2c1)c1ccccc1,-1,-3,7,4,2,1.5,-4,24,19
CCc1cccc(CC)c1NC(=S)NC(C)c1ccccc1 (centres undefined),39,-1,53*,26,-1,0.1,18,8,6
O=C(c1ccc(S(=O)(=O)N2CCCCCC2)cc1)N1CCCC(C(F)(F)F)C1 (centres undefined),2,10,10,29,0,0.8,9,7,1
CCOC(=O)c1c(NC(=O)CSc2nncs2)sc(C)c1C,-11,-3,-10,-2,0,-4.6,-9,13,-1
C=CC12C=CC=CN1C(C(=O)OC)=C(C(=O)OC)C(C(=O)OC)=C2C(=O)OC (centres undefined),17,0,12,4,-2,2.4,-13,-3,-2
COC(=O)[C@]1(Cc2ccccc2)N[C@H](CN(C)S(=O)(=O)c2ccc(OC)cc2)[C@@H]2C(=O)N(C)C(=O)[C@@H]21,9,-3,6,14,0,0.2,22,1,3
CC(C(=O)Nc1ccc2c(c1)OCCO2)n1nnc(-c2ccccc2)n1 (centres undefined),1,-4,-14,-7,-6,-1.3,12,-5,-1
COc1ccc(NC(=O)c2cc(-c3ccccc3O)n[nH]2)cc1Cl,0,-2,4,9,26*,4.1,-15,12,1
O=C(C[n+]1cn(C(F)F)c2ccccc21)c1ccc(OC(F)F)cc1,56*,18*,53*,49,1,-0.6,-14,-6,3
COc1ccccc1NC(=O)c1cc(C(=O)O)ccc1C(=O)O,0,8,-3,4,-2,1.1,-15,2,0
Cc1nc(-c2c(-c3ccc(O)cc3O)noc2C(F)(F)F)cs1,17,-1,24,17,-2,1.6,7,1,3
CCCOC(=O)CCCC[C@H]1SC[C@@H](NC(=O)OC)[C@H]1NC(=O)OC,-3,5,6,9,0,0.3,-17,9,-1
CCOC(=O)c1cnc(SC)nc1Sc1ccc(Cl)cc1Cl,-2,-3,-23,5,-1,-2.1,19,21,-5
Cn1ccnc1C(O)c1ccc(OCc2ccccc2)cc1 (centres undefined),5,-3,2,3,0,0.6,-18,4,7
O=C(NCC(c1ccco1)N1CCc2ccccc2C1)c1ccc(Cl)c([N+](=O)[O-])c1 (centres undefined),21,-1,32,33,-2,2.3,13,25,-3
